# From PubChem BioAssay
# FBW7 act – activators of human E3 ligase FBW7; Q969H0; AlphaScreen FBW7–phospho-cyclin E peptide binding, activator screen; normalized activity (activation), % at 26.1 µM; 0.13% of 650,000 active; AID 1259310; in the data active = normalized activity above about 1.9%;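 also: purified mutant Fbw7 with reduced substrate affinity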
# Target sequence (Q969H0 whole entry, looked up): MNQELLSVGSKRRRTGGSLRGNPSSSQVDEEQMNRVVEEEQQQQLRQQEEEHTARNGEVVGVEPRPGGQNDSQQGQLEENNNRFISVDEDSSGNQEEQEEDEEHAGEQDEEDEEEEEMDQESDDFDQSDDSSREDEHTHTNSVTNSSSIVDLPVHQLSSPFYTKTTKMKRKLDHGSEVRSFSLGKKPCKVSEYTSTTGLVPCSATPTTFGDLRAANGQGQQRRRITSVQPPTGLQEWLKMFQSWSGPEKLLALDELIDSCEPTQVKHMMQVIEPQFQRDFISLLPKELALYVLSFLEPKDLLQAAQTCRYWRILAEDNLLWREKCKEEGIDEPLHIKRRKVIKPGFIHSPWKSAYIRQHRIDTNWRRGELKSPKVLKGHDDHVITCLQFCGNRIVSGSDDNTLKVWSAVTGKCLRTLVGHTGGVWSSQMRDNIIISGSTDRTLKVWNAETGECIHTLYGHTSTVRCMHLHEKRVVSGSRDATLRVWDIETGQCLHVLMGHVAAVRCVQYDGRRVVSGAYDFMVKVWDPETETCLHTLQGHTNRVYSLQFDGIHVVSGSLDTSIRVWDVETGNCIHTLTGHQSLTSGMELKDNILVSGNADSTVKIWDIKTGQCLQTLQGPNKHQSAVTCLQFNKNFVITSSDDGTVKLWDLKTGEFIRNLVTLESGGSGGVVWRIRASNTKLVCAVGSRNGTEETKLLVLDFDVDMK
# GPR151 activ – human GPR151 activation; 1% of 650,000 active; PathHunter beta-arrestin GPR151 cells, luminescence; AID 1508602; activation, % at 11.2 µM; in the data active = activation above about 4.9%;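 also: 0% = median of compound wells and 100% = cells with positive control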
# Target sequence (Q8TDV0 whole entry, looked up): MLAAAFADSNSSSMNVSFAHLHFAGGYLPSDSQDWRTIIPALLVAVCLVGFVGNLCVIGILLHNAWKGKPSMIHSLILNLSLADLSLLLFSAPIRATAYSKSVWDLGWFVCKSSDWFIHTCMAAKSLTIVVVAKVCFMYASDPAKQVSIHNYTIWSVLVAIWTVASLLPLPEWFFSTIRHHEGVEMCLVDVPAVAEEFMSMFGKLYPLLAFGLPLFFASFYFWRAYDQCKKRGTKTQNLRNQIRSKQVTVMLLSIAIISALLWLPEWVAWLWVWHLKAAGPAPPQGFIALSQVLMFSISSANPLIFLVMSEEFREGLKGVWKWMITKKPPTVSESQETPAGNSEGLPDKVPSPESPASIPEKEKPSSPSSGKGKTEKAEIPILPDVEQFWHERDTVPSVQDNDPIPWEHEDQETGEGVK
# MITF inh – human MITF inhibition, primary screen. inhibition, % at 2.6 µM. O75030. 0.91% of 650,000 active. AlphaScreen MITF homodimerization, bead proximity signal. AID 1259374; in the data active = inhibition above about 50%;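 also: 0% = vehicle wells with protein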
# TEAD-YAP block – TEAD-YAP interaction inhibition; 1.4% of 640,000 active; HEK-TIYL cells, TEAD-Gal4/YAP UAS-luciferase luminescence; AID 1259422; inhibition, % at 9.12 µM; in the data active = inhibition above about 32%;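 also: 0% = median of test compound wells and 100% = reference inhibitor wells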
# * marks the source's active call; other numbers are inactive results; . = not tested or not shown.
SMILES,FBW7 act,GPR151 activ,MITF inh,TEAD-YAP block
Cn1c(=O)[nH]c(=O)c2c1ncn2CC(=O)NN,2.4*,-0.7,5.2,-5.7
O=C(Nc1ccc(N2CCOCC2)c2nonc12)c1ccccc1Cl,-0.1,-0.2,10.8,-19.4
COc1ccccc1NC(=O)Cn1c(=O)n(-c2ccccc2)c(=O)c2oc3ccccc3c21,-0.1,0.6,-10.2,-0.8
CCCCOC(=O)c1ccc(NC(=O)/C(C#N)=C/c2ccc(C)o2)cc1,0.2,3.5,6.6,-0.4
O=C(CCC(=O)OCC(=O)c1cccc([N+](=O)[O-])c1)Nc1cccc(Cl)c1,0.0,-0.1,0.0,3.9
N#Cc1c(-c2cccc(F)c2)cc(-c2ccccc2)nc1SCC(=O)Nc1nc2ccccc2o1,0.3,2.2,17.6,1.4
CCN1CCN(C(=O)c2ccc(Cn3c(=S)[nH]c4ccccc4c3=O)cc2)CC1,-0.1,0.7,1.2,4.2
O=C1CC(NC2CCCCC2)C(=O)N1c1ccc(-c2nc3ccccc3o2)cc1 (stereo not drawn),-0.1,0.8,-0.1,-9.7
CC1(C)CC(NC(=O)c2scc3c2OCCO3)CC(C)(C)N1,-0.1,-0.2,2.7,0.1
CCOc1ccccc1NC(=O)C(=O)N/N=C/c1ccc(C)o1,-0.1,-0.1,-1.5,4.0

# Filtered by structure: the entries above with sulfur.
SMILES,FBW7 act,GPR151 activ,MITF inh,TEAD-YAP block
N#Cc1c(-c2cccc(F)c2)cc(-c2ccccc2)nc1SCC(=O)Nc1nc2ccccc2o1,0.3,2.2,17.6,1.4
CCN1CCN(C(=O)c2ccc(Cn3c(=S)[nH]c4ccccc4c3=O)cc2)CC1,-0.1,0.7,1.2,4.2
CC1(C)CC(NC(=O)c2scc3c2OCCO3)CC(C)(C)N1,-0.1,-0.2,2.7,0.1

# The listing continues.
SMILES,FBW7 act,GPR151 activ,MITF inh,TEAD-YAP block
CCCCOc1ccc(-c2nc(C=Nc3ccc(C(C)=O)cc3)c(O)o2)cc1,-0.1,-0.9,7.2,-12.9
CCNS(=O)(=O)c1ccc(NC(=O)Nc2cccc([N+](=O)[O-])c2)cc1,-0.2,13.2*,4.6,1.5
COc1cc(/C=N/NC(=O)c2cc(-c3c(C)nn(-c4ccccc4)c3C)n[nH]2)ccc1O,0.1,-0.3,-11.4,-25.6
CCOc1ccccc1NS(=O)(=O)c1c(N)n(C)c(=O)n(C)c1=O,-1.1,2.1,-10.8,-6.8
CCOC(=O)Cn1nc(C)c(-c2ccccc2)c1N,1.0,-0.4,11.2,-23.1
CCOC(=O)N1CCN(c2ccc(S(C)(=O)=O)cc2)CC1,-0.1,-0.2,3.9,1.4
CC(=O)NCc1nc2ccccc2n1Cc1ccc(C)cc1,0.0,-1.2,-2.2,-6.0
Cc1ccc(F)c(NC(=O)/C(C#N)=C(\O)c2ccccc2[N+](=O)[O-])c1,0.2,-0.1,-6.7,-2.7
O=C(NCc1ccc2c(c1)OCO2)C(=O)NCC(c1ccccc1)c1ccccc1,0.6,1.0,25.4,-21.2
CC(=O)OC1COC(N2CCc3cc([N+](=O)[O-])ccc32)C(OC(C)=O)C1OC(C)=O (stereo not drawn),-0.1,-0.8,2.2,14.1
CCCc1ccc(OCCNC(=O)c2nc3ccccc3[nH]2)cc1,-0.1,0.7,-6.8,-9.4
O=C(c1scc2c1CCCC2)N1CCOCC1,-0.1,0.1,-6.9,-4.2
CC(=O)Oc1ccc2nc(-c3ccc(Oc4ccc([N+](=O)[O-])cc4)cc3)oc(=O)c2c1,0.0,0.6,3.4,-6.5
CC1=NNC(=O)C1CC(=O)N/N=C/c1cccn1C (stereo not drawn),0.3,-1.5,10.2,-4.9
Cc1ccc(/C=N/N=C(\c2ccccc2)C23CN4CN(CN(C4)C2)C3)cc1,0.2,0.8,2.0,-7.1
CCOC(=O)C1=C(c2ccccc2)N=c2s/c(=C\c3cc(Br)ccc3OC)c(=O)n2C1c1ccc2c(c1)OCO2 (stereo not drawn),-0.1,0.3,-1.5,-0.9
COc1ccc(C2CC(=O)C3=C(C2)Nc2ccccc2NC3c2ccc(OC)c(OCc3ccccc3)c2)cc1 (stereo not drawn),0.1,0.3,-11.2,4.2
Nc1ccccc1N=c1ssnc1Cl,0.2,2.3,2.5,-9.0
O=C(Cn1c(=O)n(Cc2ccc(F)cc2)c(=O)c2cccnc21)Nc1ccccc1F,-0.1,0.6,-4.3,9.8
Cc1noc(C)c1-c1cc(N)ncn1,-0.1,2.5,10.8,3.1
FC(F)(F)c1ccc(N/N=C/c2ccccc2)nc1,0.1,0.4,-190.6,-28.5
COc1ccc(C(C)=O)c(Oc2ncc(-c3ccc(C)cc3)cn2)c1,0.1,3.5,-8.5,-7.5
C=CCc1cccc(/C=N/NC(=O)c2cc(C3CC3)[nH]n2)c1O,0.2,0.3,0.5,16.3
Clc1ccc(-n2cc(-c3ccccc3)c3c(NCc4cccc(Cl)c4)ncnc32)cc1,-0.1,0.9,8.0,9.0
CC(C)(C)c1nnc(NS(=O)(=O)c2ccc(Cl)cc2)s1,-0.1,0.9,-3.0,4.1
CC(NC(=O)Nc1ccc(Br)cc1)c1nc(-c2ccncc2)n[nH]1 (stereo not drawn),0.1,0.6,10.3,15.8
COc1cc(C(=O)Nc2nnc(-c3ccncc3)s2)cc(OC)c1OC,0.1,-0.8,-10.0,-7.2
Cc1ccc(C(=O)Nc2nonc2C)cc1,0.9,-3.7,11.9,-9.5
Cc1ccc(C(=O)Nc2ccc3c(c2)OCO3)c(N2CCOCC2)n1,-0.5,-0.2,-6.9,5.3
COCCCNC(=O)c1c[nH]c2ccc(S(=O)(=O)N(C)c3ccc(Cl)cc3F)cc2c1=O,-0.1,1.1,-9.0,-2.5
COc1ccc(N2C(=O)C3C4C=CC(C4=C(C)C)C3C2=O)cc1 (stereo not drawn),-0.1,-0.9,-12.8,-1.0
COc1cc(C=O)ccc1OCC(=O)Nc1ccc2c(c1)OCO2,0.3,-0.8,9.0,5.3
CCOCCCn1c(=N)c(C(=O)OCC)cc2c(=O)n3cc(C)ccc3nc21,-0.1,-1.2,-5.5,-4.8
O=C(O)/C=C/C(=O)N1CC=C(c2ccccc2)CC1,0.0,0.7,12.2,-0.5
COc1ccc(/C=C2\SC(=N)N(c3ccc4c(c3)OCO4)C2=O)cc1OC,1.4,-0.4,14.1,2.6
COC(=O)c1ccc(-c2cnc(Nc3ccc(N4CCOCC4)cc3)c3nccn23)cc1,0.2,-0.1,-13.6,18.8
COc1ccc(NC(=S)N(CCN2CCCCCC2)Cc2cccs2)cc1,-0.1,0.2,8.8,0.7
CC1(C)CC2CC(C)(CN2C(=O)COc2ccc(Cl)cc2)C1 (stereo not drawn),0.0,0.1,1.0,0.6
CCOC(=O)CN(C)C(=O)c1ccccc1Oc1nc(OC)cc(OC)n1,0.0,2.1,1.3,1.7
Cc1cc(O)c(NC(=O)c2ccccc2Cl)cc1C,-0.1,-3.8,0.5,-78.5
Cc1ccccc1CSc1cc(C(C)C)ncn1,0.2,-1.4,7.2,-6.9
CCOc1ccc(N(CC(=O)NCCSC2CCCCC2)S(C)(=O)=O)cc1,-0.3,4.7,-5.7,-4.0
COc1ccccc1CNC(=O)COc1ccccc1OC,0.1,0.5,-6.4,-5.6
O=C(CSc1cn(Cc2ccc(Cl)cc2)c2ccccc12)N1CCOCC1,.,-0.6,-14.5,.
N=C(N1CCN(C(=N)C(Cl)(Cl)Cl)CC1)C(Cl)(Cl)Cl,0.0,-0.6,-2.5,-4.8
Cc1nc2sccn2c1C(=O)NCC(C)(C)C,-0.1,0.9,2.5,-8.7
Cc1ccc(S(=O)(=O)N2CCN3C(=O)[C@H](C(C)C)NC(=O)[C@H]3C2)cc1,-0.2,0.6,1.6,-1.6
CC(C)C1=NN2C(=N)/C(=C\c3coc4ccccc4c3=O)C(=O)N=C2S1,-0.1,0.3,-4.6,-2.1
CCOC(=O)c1cccc(NC(=O)CCOc2ccccc2)c1,-0.1,0.2,-3.5,0.5
O=C(CN1CC(c2ccccc2)CC1=O)NCC1Cc2cccc(-c3ccncc3)c2O1 (stereo not drawn),0.0,0.1,3.0,8.2
# Next part.
SMILES,FBW7 act,GPR151 activ,MITF inh,TEAD-YAP block
O=c1c2c3c(sc2nc(SCc2ccc(Br)cc2)n1-c1ccccc1)CCCC3,-0.2,0.0,11.4,5.0
O=C(Nc1nc2ccccc2s1)c1ccc(Cl)c([N+](=O)[O-])c1,-0.1,-2.0,-5.8,-19.6
CC(C)c1ccc(NC(=O)CN2C(=O)C3CCCN3C(=O)c3ccccc32)cc1 (stereo not drawn),0.0,0.2,9.0,3.7
Cc1ccc(C)c2[nH]c(=O)c(CCNC(=O)CC3CCCCC3)cc12,0.4,-1.5,4.9,-3.7
CC12CCC(C(=O)N3CCN(c4ccccc4)CC3)(CC1=O)C2(C)C (stereo not drawn),0.2,-0.9,-0.8,0.1
COCCNC(=O)/C(C#N)=C/c1cn(CCOc2ccccc2OC)c2ccccc12,0.0,0.0,5.9,11.0
Fc1ccccc1/C=N/Nc1cc(N2CCOCC2)ncn1,-0.5,1.6,8.2,-58.8
CC(NS(=O)(=O)c1ccc([N+](=O)[O-])cc1)c1ccccc1 (stereo not drawn),-0.1,-0.3,1.4,-4.1
c1ccc2c(c1)c1ccccc1c1nc3nonc3nc21,-0.2,-0.3,2.0,3.6
CCOC(=O)c1c(C)c(C)c(C)[nH]c1=S,0.0,1.1,1.5,-1.4

# An excerpt from above in order of heavy-atom count, rising.
SMILES,FBW7 act,GPR151 activ,MITF inh,TEAD-YAP block
CCOC(=O)c1c(C)c(C)c(C)[nH]c1=S,0.0,1.1,1.5,-1.4
CC(NS(=O)(=O)c1ccc([N+](=O)[O-])cc1)c1ccccc1 (stereo not drawn),-0.1,-0.3,1.4,-4.1
Fc1ccccc1/C=N/Nc1cc(N2CCOCC2)ncn1,-0.5,1.6,8.2,-58.8
CC12CCC(C(=O)N3CCN(c4ccccc4)CC3)(CC1=O)C2(C)C (stereo not drawn),0.2,-0.9,-0.8,0.1
CC(C)c1ccc(NC(=O)CN2C(=O)C3CCCN3C(=O)c3ccccc32)cc1 (stereo not drawn),0.0,0.2,9.0,3.7

# New compounds follow.
SMILES,FBW7 act,GPR151 activ,MITF inh,TEAD-YAP block
CCOc1ccc(C(=O)OCC(=O)c2[nH]c(C)c(C(C)=O)c2C)cc1OCC,0.4,-0.4,13.7,-8.5
O=C(C1=C(O)C(=O)N(c2ncccn2)C1c1ccc(Cl)c(Cl)c1)c1ccco1 (stereo not drawn),-0.2,0.1,11.0,12.3
COC(c1ccccc1)c1oc2c(C)c3oc(=O)cc(C)c3cc2c1-c1ccccc1 (stereo not drawn),0.0,0.1,7.2,-2.6
CC(=O)NC1=NC(=O)/C(=C/c2cccc(OCc3ccc(C(=O)O)cc3)c2)S1,-0.3,-1.2,-0.8,-6.3
CC1CCCCN1C(=O)Cn1ncn2c(cc3ccsc32)c1=O (stereo not drawn),0.1,0.2,6.7,-0.5
O=C(CNC(=S)N(Cc1ccccc1)Cc1ccccc1F)N1CCCC1,0.0,0.1,17.4,9.5
Cc1nnc(SCC(=O)NC2CCCCCC2)s1,0.5,0.9,24.9,-4.0
CCOC(=O)c1ccc(NC(=O)CSc2nnc(-c3cccc(N)c3)n2CC)cc1,0.6,-0.4,16.1,12.2
COc1ccccc1NC(=O)CC1(CC(=O)O)CCCCC1,0.0,0.8,10.8,0.5
Oc1ccc(/C=N/c2nc3c(s2)CCCC3)cc1,0.9,-1.6,17.0,4.0
C=CCNC(=O)/C(=C\C=C\c1ccccc1)NC(=O)c1ccccc1,0.2,-0.5,9.8,6.3
COc1cc(NC(=O)c2cnc(NC3CCC(O)CC3)s2)cc(OC)c1OC (stereo not drawn),0.0,2.5,-3.3,2.3
c1ccc(Nc2nc(NCc3nc4ccccc4[nH]3)c3ncn(C4CCCCC4)c3n2)nc1,0.0,-0.8,6.3,9.9
O=C(O)CCc1nn2c(nc3ccccc32)[nH]c1=O,-0.1,1.7,2.2,-2.2
CCOC(=O)C1=C(NC(=O)c2cc3cccc(OC)c3oc2=O)Nc2ccccc2N=C1,0.1,2.6,-8.5,-3.9
O=[N+]([O-])c1cc(C(F)(F)F)ccc1N1CCN(c2nnnn2-c2ccccc2)CC1,-0.2,1.6,6.8,2.7
CC(C)(C)c1nnc(N/N=C/c2ccc(O)cc2)n(N)c1=O,-0.2,-1.6,5.7,14.2
O=C(NCCc1ccc(Cl)cc1)c1ccc2c(=O)n(Cc3ccc(Cl)cc3)c(=S)[nH]c2c1,-0.1,-0.8,5.6,-1.2
O=C(Nc1ccccc1Cl)N[C@H]1C[C@H]2C(=O)N[C@@H](COCc3ccccc3)C(=O)N2C1,0.2,-1.2,-12.5,-7.9
CCCc1[nH]n(-c2ccc(F)cc2)c(=O)c1C=NC1CCCCC1,0.0,-0.3,5.5,17.0

# Only GPR151 activ and MITF inh (two entries from above):
structure	GPR151 activ	MITF inh
COc1cc(NC(=O)c2cnc(NC3CCC(O)CC3)s2)cc(OC)c1OC (stereo not drawn)	2.5	-3.3
c1ccc(Nc2nc(NCc3nc4ccccc4[nH]3)c3ncn(C4CCCCC4)c3n2)nc1	-0.8	6.3

# Carrying on.
SMILES,FBW7 act,GPR151 activ,MITF inh,TEAD-YAP block
C=CCOC(=O)C1=C(C)Nc2[nH]c(=O)[nH]c(=O)c2C1c1cccc([N+](=O)[O-])c1 (stereo not drawn),0.1,-0.7,-3.2,6.4
O=C(CCSCCC(=O)Nc1ccc2c(c1)OCCO2)Nc1ccc2c(c1)OCCO2,-0.2,0.9,1.0,-18.9
O=C(Nc1cccc(F)c1)Nc1ccnn1C1CCN(C(=O)CC2CCCC2)CC1,0.1,-1.8,-4.9,-29.9
CC(C)(CO)NC(=O)/C(=C/c1ccc[nH]1)NC(=O)c1ccccc1,-0.1,-0.6,4.2,-1.3
